Hsp70 inhibitors: Hsp70 inhibitors, probe displacement, primary screen, biochemical, fluorescence polarization (AID 583) | Hsp70 fluorescence polarization probe displacement, mP; higher % means a stronger effect | one-dose displacement, % at 20 µM; IC50 in µM for titrated hits | 140,000 tested, 0.06% active; in the data active = displacement above about 50%;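 note: plate controls were vehicle for no effect and reference ligand for full effect; a part of the inactive calls stands beside numbers as strong as those of hits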
Rat MKP-3 inhibitors: inhibition of rat DUSP6 enzyme activity – biochemical, in vitro, primary screen (AID 425) | recombinant MKP-3 phosphatase activity, fluorescence; higher % means a stronger effect | inhibition, % at 20 µM; hits with a dose series show IC50 in µM | 110,000 tested, 0.17% active; in the data active = inhibition above about 50%;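 note: plate controls were vehicle for no effect and reference inhibitor for full effect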
Numbers without * were called inactive; & = joins results of further samples. A portion of the library; rates above refer to the full screens.

How did CCOC(=O)c1c(C)n(Cc2ccccc2Cl)c2ccc(O)cc12 do in these assays?
Hsp70 inhibitors: 4.0%; Rat MKP-3 inhibitors: -4.5%

What do the screens show for `CN(C)CC1CSCCC1(O)c1ccc(Cl)cc1` (centres undefined)?
Hsp70 inhibitors: -0.7%

Results for CCOc1cc(C=C2C(=O)NC(=O)NC2=O)ccc1OS(=O)(=O)c1ccccc1 ?
Hsp70 inhibitors: -2.6%

How did COc1ccc(/C=C2\C(=N\O)C3CCN2CC3)cc1 do in these assays?
Hsp70 inhibitors: -1.0%

Results for CCC1(C)CC(CCNCc2ccc(N(C)C)cc2)(c2ccc(F)cc2)CCO1 (centres undefined) ?
Hsp70 inhibitors: 5.5%; Rat MKP-3 inhibitors: 4.8%

How did O=[N+]([O-])c1ccc(N2CCNCC2)c2cccnc12 do in these assays?
Hsp70 inhibitors: -0.8%; Rat MKP-3 inhibitors: 4.2%

What do the screens show for `Cc1ccc(S(=O)(=O)NP(=O)(Oc2ccccc2)Oc2ccccc2)cc1`?
Hsp70 inhibitors: -2.5%

How did O=c1c2ccccc2nc(-c2cccs2)n1-c1ccccc1 do in these assays?
Hsp70 inhibitors: -1.9%; Rat MKP-3 inhibitors: 1.5%

What do the screens show for `CN(C(=O)c1ccco1)C1(c2ccccc2Cl)CCCCC1=O` (centres undefined)?
Hsp70 inhibitors: 6.2%; Rat MKP-3 inhibitors: 3.1%

What do the screens show for `CCCCCCCC(=O)NC(Oc1ccccc1[N+](=O)[O-])C(Cl)(Cl)Cl` (centres undefined)?
Hsp70 inhibitors: 6.0%

Results for COC(=O)C(=O)/C(=C\c1ccc(-c2ccccc2[N+](=O)[O-])o1)C(=O)c1ccccc1 ?
Hsp70 inhibitors: 4.3%; Rat MKP-3 inhibitors: 12.1%

How did O=C(Nc1nc2ccccc2s1)C(Cl)(Cl)Cl do in these assays?
Hsp70 inhibitors: 5.6%; Rat MKP-3 inhibitors: 2.0%

How did CCc1ccc(N2C(=O)/C(=C/c3ccc(OCC(=O)O)c(Br)c3)C(=O)NC2=S)cc1 do in these assays?
Hsp70 inhibitors: 1.2%; Rat MKP-3 inhibitors: 3.3%

How did Cc1ccc(S(=O)(=O)Oc2ccccc2C=C2C(=O)NC(=O)NC2=O)cc1 do in these assays?
Hsp70 inhibitors: 2.0%; Rat MKP-3 inhibitors: 4.9%

What do the screens show for `COc1ccc(OC)c(N2C(=O)NC(=O)C3(Cc4cc(C)ccc4N(C)C3)C2=O)c1` (centres undefined)?
Hsp70 inhibitors: 2.6%; Rat MKP-3 inhibitors: -2.7%

Results for Cc1cc(O)c2c3c(c(=O)oc2c1)CCCC3 ?
Hsp70 inhibitors: 0.9%; Rat MKP-3 inhibitors: 5.2%

What do the screens show for `CCOC(=O)c1cn2nc(OP(=S)(OCC)OCC)cc2nc1C`?
Hsp70 inhibitors: -0.7%; Rat MKP-3 inhibitors: 6.1%

How did Fc1ccc2c(c1)nnn2C1CCN(Cc2nnnn2C2CCCCC2)CC1 do in these assays?
Hsp70 inhibitors: -0.3%; Rat MKP-3 inhibitors: 5.4%

What do the screens show for `CCCCn1c(O)c(C(CC)=NCc2ccc(F)cc2)c(=O)[nH]c1=O`?
Hsp70 inhibitors: 8.9%

Results for Cn1c(N2CCNCC2)nc2ccccc21 ?
Hsp70 inhibitors: 2.8%

What do the screens show for `CCCCC(=O)C1C(=O)NC(=O)NC1=O`?
Hsp70 inhibitors: -5.9%; Rat MKP-3 inhibitors: -7.9%

How did O=C(Nc1ccncc1)c1c(O)c2ccccc2n(Cc2ccccc2)c1=O do in these assays?
Hsp70 inhibitors: -1.1%; Rat MKP-3 inhibitors: -0.8%

What do the screens show for `O=C(COC(=O)Cc1ccccc1)Nc1ncc(Cl)cc1Cl`?
Hsp70 inhibitors: 4.3%

What do the screens show for `Cc1ccc2c(c1)CC1(CN2C)C(=O)NC(=O)N(CCC2=CCCCC2)C1=O` (centres undefined)?
Hsp70 inhibitors: -1.0%; Rat MKP-3 inhibitors: -0.3%

The last 2 entries of the part before open the next one:
What do the screens show for `O=C(COC(=O)Cc1ccccc1)Nc1ncc(Cl)cc1Cl`?
Hsp70 inhibitors: 4.3%

What do the screens show for `Cc1ccc2c(c1)CC1(CN2C)C(=O)NC(=O)N(CCC2=CCCCC2)C1=O` (centres undefined)?
Hsp70 inhibitors: -1.0%; Rat MKP-3 inhibitors: -0.3%

How did CNCC1(c2ccccc2)CCCC1 do in these assays?
Hsp70 inhibitors: 1.9%

Results for O=P(O)(O)/C=C(\Cl)c1ccccc1 ?
Hsp70 inhibitors: 3.8%; Rat MKP-3 inhibitors: 3.2%

How did O=C(c1cccn2c(=O)c3cc(Br)ccc3nc12)N1CCC2(CC1)OCCO2 do in these assays?
Hsp70 inhibitors: 1.7%

How did N=C(N)c1c(O)n(C2CCCCC2)c(=O)n(C2CCCCC2)c1=O do in these assays?
Hsp70 inhibitors: 0.2%; Rat MKP-3 inhibitors: 7.4%

Results for c1ccc(CNC2=NCCS2)cc1 ?
Hsp70 inhibitors: 4.8%

Results for CN(C)C=C1C(=O)N(C2CCCCC2)C(=O)N(C2CCCCC2)C1=O ?
Hsp70 inhibitors: -7.1%; Rat MKP-3 inhibitors: -0.7%

What do the screens show for `COc1ccccc1CCNCc1ccccc1Cl`?
Hsp70 inhibitors: 2.1%; Rat MKP-3 inhibitors: 2.7%

How did Cc1cc(N2C(=O)C3CCCN3C2c2sccc2C)no1 (centres undefined) do in these assays?
Hsp70 inhibitors: 2.8%; Rat MKP-3 inhibitors: -9.0%

What do the screens show for `Cc1ccc(C2c3c(c4ccccc4oc3=O)Oc3c2c(=O)oc2ccccc32)cc1`?
Hsp70 inhibitors: -0.2%; Rat MKP-3 inhibitors: -0.6%

What do the screens show for `Cc1ccc(N(C)C(=O)Oc2cccc3cccnc23)cc1`?
Hsp70 inhibitors: -0.3%; Rat MKP-3 inhibitors: -2.6%

What do the screens show for `CC(=O)OC1(c2ccccc2)CC(C)CN(C(C)(C)C)C1` (centres undefined)?
Hsp70 inhibitors: 0.7%; Rat MKP-3 inhibitors: -1.0%

How did CCOC(=O)C1C2NC(=O)N(Cc3ccccc3)C1(C)Oc1c(OC)cccc12 (centres undefined) do in these assays?
Hsp70 inhibitors: -5.3%; Rat MKP-3 inhibitors: -2.5%

A run of entries from the list above:
How did CNCC1(c2ccccc2)CCCC1 do in these assays?
Hsp70 inhibitors: 1.9%

Results for O=P(O)(O)/C=C(\Cl)c1ccccc1 ?
Hsp70 inhibitors: 3.8%; Rat MKP-3 inhibitors: 3.2%

How did O=C(c1cccn2c(=O)c3cc(Br)ccc3nc12)N1CCC2(CC1)OCCO2 do in these assays?
Hsp70 inhibitors: 1.7%

How did N=C(N)c1c(O)n(C2CCCCC2)c(=O)n(C2CCCCC2)c1=O do in these assays?
Hsp70 inhibitors: 0.2%; Rat MKP-3 inhibitors: 7.4%

Results for c1ccc(CNC2=NCCS2)cc1 ?
Hsp70 inhibitors: 4.8%

Results for CN(C)C=C1C(=O)N(C2CCCCC2)C(=O)N(C2CCCCC2)C1=O ?
Hsp70 inhibitors: -7.1%; Rat MKP-3 inhibitors: -0.7%

What do the screens show for `COc1ccccc1CCNCc1ccccc1Cl`?
Hsp70 inhibitors: 2.1%; Rat MKP-3 inhibitors: 2.7%

How did Cc1cc(N2C(=O)C3CCCN3C2c2sccc2C)no1 (centres undefined) do in these assays?
Hsp70 inhibitors: 2.8%; Rat MKP-3 inhibitors: -9.0%

What do the screens show for `Cc1ccc(C2c3c(c4ccccc4oc3=O)Oc3c2c(=O)oc2ccccc32)cc1`?
Hsp70 inhibitors: -0.2%; Rat MKP-3 inhibitors: -0.6%

What do the screens show for `Cc1ccc(N(C)C(=O)Oc2cccc3cccnc23)cc1`?
Hsp70 inhibitors: -0.3%; Rat MKP-3 inhibitors: -2.6%

What do the screens show for `CC(=O)OC1(c2ccccc2)CC(C)CN(C(C)(C)C)C1` (centres undefined)?
Hsp70 inhibitors: 0.7%; Rat MKP-3 inhibitors: -1.0%

How did CCOC(=O)C1C2NC(=O)N(Cc3ccccc3)C1(C)Oc1c(OC)cccc12 (centres undefined) do in these assays?
Hsp70 inhibitors: -5.3%; Rat MKP-3 inhibitors: -2.5%

(continued)
How did C=CCSc1nc2ccccc2c(=O)n1-c1cccc(C)c1 do in these assays?
Hsp70 inhibitors: -0.4%; Rat MKP-3 inhibitors: -0.1%

What do the screens show for `c1ccc2[nH]c(CCNC3CCCCC3)nc2c1`?
Hsp70 inhibitors: 0.2%; Rat MKP-3 inhibitors: -11.5%

What do the screens show for `CCc1cc2c(s1)NC(=O)CN=C2c1cccs1`?
Hsp70 inhibitors: -5.2%; Rat MKP-3 inhibitors: -3.9%

How did CC(C)C12CN3CCN(CC(C3)C1O)C2 (centres undefined) do in these assays?
Hsp70 inhibitors: 5.3%&5.4%; Rat MKP-3 inhibitors: -7.1%&-0.9%

How did CC1CN=C(Nc2ccc(N(C)C)cc2)S1 (centres undefined) do in these assays?
Hsp70 inhibitors: -3.2%; Rat MKP-3 inhibitors: -5.8%

What do the screens show for `O=C(Cc1ccccc1)N1CCN(C/C=C/c2ccccc2)CC1`?
Hsp70 inhibitors: 6.5%; Rat MKP-3 inhibitors: 4.0%

What do the screens show for `Cc1cc(C)c(C(=O)CN2CCOCC2)c(C)c1`?
Hsp70 inhibitors: 2.6%; Rat MKP-3 inhibitors: -5.3%

What do the screens show for `COc1cc2[nH]c(=O)n(-c3ccc(C)cc3)c(=O)c2cc1OC`?
Hsp70 inhibitors: 0.2%

Results for CCn1c(=O)cc(OCC(=O)N2CCN(Cc3ccc4c(c3)OCO4)CC2)c2ccccc21 ?
Hsp70 inhibitors: 0.3%; Rat MKP-3 inhibitors: 7.8%

How did COc1ccccc1N(CC(=O)NC1CCCC1)C(=O)c1cnn(C(C)C)c1 do in these assays?
Hsp70 inhibitors: 6.1%

Results for N/C(=N\[N+](=O)[O-])N/N=C\c1ccc(-c2ccc([N+](=O)[O-])cc2)o1 ?
Hsp70 inhibitors: 1.5%; Rat MKP-3 inhibitors: 3.5%

How did O=Cc1cn(Cc2ccccc2F)c2ccccc12 do in these assays?
Hsp70 inhibitors: -2.4%; Rat MKP-3 inhibitors: -1.8%

Results for CN1C(=O)C(Cc2ccc3c(c2)OCO3)C(=O)N(C)C1=O ?
Hsp70 inhibitors: -0.5%; Rat MKP-3 inhibitors: -17.6%

What do the screens show for `CCN(CC)CCCN=C(C)c1c(O)n(-c2ccccc2)c(=O)[nH]c1=O`?
Hsp70 inhibitors: 1.2%; Rat MKP-3 inhibitors: -7.6%
